Screens: PubChem BioAssay, Sanford-Burnham Center for Chemical Genomics
Artemis inh = Artemis endonuclease inhibitors, primary screen, biochemical, fluorescence intensity, FAM/BHQ-1 hairpin substrate; 30,000 tested, 0.78% active; AID 686954, 2013; inhibition, % at 10 µM; recombinant Artemis, quenched FAM hairpin cleavage fluorescence; Protein artemis (Homo sapiens), Q96SD1;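 active means at 10 µM dose, at least 30% inhibition, measured as corrected fluorescence normalized to stimulator and neutral control wells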
Target sequence (Q96SD1 whole entry, looked up): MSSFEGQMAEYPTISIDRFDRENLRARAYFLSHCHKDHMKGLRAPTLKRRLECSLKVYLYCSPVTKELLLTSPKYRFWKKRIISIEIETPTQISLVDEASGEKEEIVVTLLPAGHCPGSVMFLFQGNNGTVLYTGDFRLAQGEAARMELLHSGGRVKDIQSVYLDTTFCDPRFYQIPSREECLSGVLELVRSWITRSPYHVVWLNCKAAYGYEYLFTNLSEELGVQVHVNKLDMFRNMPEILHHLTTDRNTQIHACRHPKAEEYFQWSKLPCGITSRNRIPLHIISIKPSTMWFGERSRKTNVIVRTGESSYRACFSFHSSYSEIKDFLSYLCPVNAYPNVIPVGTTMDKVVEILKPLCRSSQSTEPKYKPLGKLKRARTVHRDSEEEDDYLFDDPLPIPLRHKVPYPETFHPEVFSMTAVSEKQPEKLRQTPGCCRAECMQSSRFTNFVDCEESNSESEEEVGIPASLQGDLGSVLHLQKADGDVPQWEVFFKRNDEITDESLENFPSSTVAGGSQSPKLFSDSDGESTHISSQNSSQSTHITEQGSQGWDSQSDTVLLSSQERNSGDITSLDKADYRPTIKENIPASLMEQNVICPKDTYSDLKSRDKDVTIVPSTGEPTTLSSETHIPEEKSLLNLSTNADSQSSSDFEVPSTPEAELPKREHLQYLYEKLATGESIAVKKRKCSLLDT
* hit, by the source's call.

SMILES	Artemis inh
O=C(CSc1nnc(-c2cccs2)n1-c1ccccc1)c1ccc2c(c1)OCCO2	3.3
Cc1c(NC(=O)C(C#N)=C2CCCCC2)c(=O)n(-c2ccccc2)n1C	-3.1
O=C(COc1ccc(Br)cc1)N1CCC(c2ccccc2)C1 (stereo unspecified)	-2.9
CCN1CCN(C(=S)Nc2ccc(Cl)cc2Cl)CC1	-10.4
Cc1cc(Cl)ccc1NC(=S)NCc1ccc(Cl)cc1	5.5
Cc1cccc(Cn2c(NCC(C)O)nc3c2c(=O)n(C)c(=O)n3C)c1 (stereo unspecified)	0.0
C/C(=N\NC(=O)c1ccc(Br)cc1)c1ccccc1	3.5
O=C(Oc1ccc(N2C(=O)CCC2=O)cc1)c1ccccc1	-6.3
COc1ccc2[nH]c3c(c2c1)CCn1c-3nc2ccccc2c1=O	0.6
Cc1ccc2c(CC(=O)Nc3c(C)n(C)n(-c4ccccc4)c3=O)coc2c1	-3.5
N/C(=N\OC(=O)COc1ccccc1Cl)c1ccc(Cl)cc1	-0.5
CCOC(=O)c1nnn(-c2nonc2N)c1CNc1ccc(C)c(Br)c1	4.3
CCOc1ccc(C(=O)NC(=S)Nc2ccccc2N2CCC(C)CC2)cc1[N+](=O)[O-]	-2.6
C=CCn1c(SCC(=O)Nc2cc(C)on2)nc2sc(CC)cc2c1=O	2.2
C=C(Cl)COc1cc(C)cc2oc(=O)cc(CC)c12	3.1
COC(=O)c1[nH]c2cc(OC)ccc2c1NC(=O)CCN1CCCCC1	-7.3
O=c1[nH]c2c(n(C3CCCCC3)c1=O)CCC2	2.5
CCCc1n[nH]c2c1C(=O)C(C(=O)OC)C(C)(C)C2 (stereo unspecified)	10.9
O=S(=O)(NCc1ccncc1)c1ccc(Br)s1	5.8
CC1CCCCN1Cc1nc2c(c(=O)n(C)c(=O)n2C)n1CCc1ccccc1 (stereo unspecified)	-0.1
CC(=O)Nc1ccc(OCC(O)CN2CCN(c3ccc(Cl)cc3)CC2)cc1 (stereo unspecified)	-2.3
Cc1ccc(-c2noc(CCC(=O)NC3CCCc4ccccc43)n2)cc1 (stereo unspecified)	-2.3
COCCN(CCOC)S(=O)(=O)c1ccc(C(=O)NCCCN2CCOCC2)cc1	7.5
Cc1cccc(C)c1NC(=O)CN(C)CC(=O)Nc1cc(Cl)ccc1C#N	0.6
O=[N+]([O-])c1ccc(N/N=C\c2cccn2-c2ccccc2)nc1	29.4
CSc1nsc(SC)c1C(=O)N1CCN(S(=O)(=O)c2ccc(C)cc2)C1C (stereo unspecified)	2.4
S=C1NC2=C(CCCC2)C2(CCCCC2)N1	-3.2
C/C(=N/NC(=O)c1cn(-c2cccc(C)n2)cn1)c1ccc(C)cc1	-2.0
O=C(Cc1ccccc1)Nc1ccc(N2CCCC2)cc1	58.8*
COc1ccc2cnn(-c3ccccc3C)c(=O)c2c1OC	1.9
O=C(NCCCN1CCOCC1)c1cc2c(s1)CCCC2	6.8
COC(=O)/C(=C\Nc1cccc(Cl)c1C)c1ncc(C(F)(F)F)cc1Cl	5.3
COc1ccc2c(=O)c(-c3ccccc3C)c(C)oc2c1	3.8
COc1ccccc1CNCc1cccs1	-6.9
Cc1c(Br)cc(C(=O)NCc2ccco2)c(C)c1C	2.7
Cc1cc(Nc2cccc(C(F)(F)F)c2)n2nc(C)nc2n1	-1.0
O=C(CN1CCOCC1)NC1CC2CCC1C2 (stereo unspecified)	-0.3
CCCCCCC(=O)N/N=C/Cc1ccccc1	-0.7
COC(=O)c1cc2n(n1)CCN(Cc1ccc(C)cc1)C2=O	-0.4
Cc1c(NC(=O)C(Sc2ccccc2)c2ccccc2)cccc1[N+](=O)[O-] (stereo unspecified)	0.5
COC(=O)c1ccc(NC2CC(=O)N(c3ccccc3C)C2=O)cc1 (stereo unspecified)	-6.8
CCOC(=O)c1ccccc1NC(=O)Cn1cnc2c1c(=O)n(C)c(=O)n2C	-0.4
O=C(NC(Cc1ccccc1)C(=O)O)c1ccccc1 (stereo unspecified)	9.3
O=C(CSc1ncccn1)Nc1ccc(S(=O)(=O)N2CCCCC2)cc1	1.7
CCCCCOc1ccc(NC(=O)C(=O)NCCC2=CCCCC2)cc1	6.2
Clc1ccc(-c2cn3c(n2)CCC3)cc1	5.7
CC(=O)C1=C(NC(=O)c2ccccc2F)C[C@@H]2[C@H]1C2(C)C	1.8
O=C(Nc1ccc2c(c1)CCC2)c1cccc(S(=O)(=O)N2CCN(c3ccc(F)cc3)CC2)c1	2.7
NC(=O)C1CCN(S(=O)(=O)c2cccc(C(=O)O)c2)CC1	-2.0
O=C(NC(=S)Nc1ccccc1)c1cc(-c2ccccc2)nc2ccccc12	14.9
COc1ccc2sc3c(=O)[nH]c4ccccc4c3c2c1	-4.8
Cc1oc(C)c2c(=O)ccc3c(c12)OC(N)=C(C#N)C3c1ccc(F)cc1 (stereo unspecified)	16.4
CC(=O)Oc1c(S(=O)(=O)c2ccc(C)cc2)c(C)nn1C(C)(C)C	-7.4
COc1ccc(-c2noc(CN3CCOCC3)n2)cc1OC	1.9
COCCOC(=O)C(C#N)c1nc2ccccc2nc1N1CCN(Cc2ccccc2)CC1 (stereo unspecified)	12.9
Cc1ccc(NC2=Nc3ccccc3CC2)cc1	1.0
COc1ccc(CN(C(=O)CNC(=O)c2ccco2)C(C(=O)NC2CCCC2)c2ccco2)cc1 (stereo unspecified)	-13.8
COc1ccc(C2C(C(=O)c3sc(C)nc3C)=C(O)C(=O)N2CCN2CCOCC2)cc1 (stereo unspecified)	-7.8
NNC(=O)Cc1cn(-c2ncc(C(F)(F)F)cc2Cl)c2ccccc12	-8.6
O=S(=O)(NCCSc1nnnn1-c1ccccc1)c1cccs1	1.1

3 of these compounds in another layout:
Structure,Artemis inh
O=S(=O)(NCc1ccncc1)c1ccc(Br)s1,5.8
CC1CCCCN1Cc1nc2c(c(=O)n(C)c(=O)n2C)n1CCc1ccccc1 (stereo unspecified),-0.1
CC(=O)Nc1ccc(OCC(O)CN2CCN(c3ccc(Cl)cc3)CC2)cc1 (stereo unspecified),-2.3

Other structures:
SMILES	Artemis inh
O=C(O)C(Cc1ccccc1)N1Cc2ccccc2C1=O (stereo unspecified)	1.6
Cc1cc(=O)oc2cc(OCC(=O)OCC(=O)N3CCc4ccccc43)ccc12	0.5
COC(=O)c1ccc(-c2nc3cc(Cl)c(N)cc3s2)cc1	19.2
CCC1CCCCN1C(=O)COC(=O)c1ccc(S(=O)(=O)N2CCOCC2)cc1 (stereo unspecified)	-1.7
Cn1ncc(N=Cc2ccccc2O)c1C(=O)Nc1ccccc1	10.5
N=c1c2c(-c3ccccc3)c(-c3ccccc3)n(Cc3ccco3)c2ncn1Cc1ccccc1	8.8
NC(=O)C1(N2CCCCC2)CCN(C(=O)c2ccc(-n3cnnn3)cc2)CC1	0.9
CC(Oc1ccc(Cl)cc1)C(=O)OCC(=O)Nc1ncc(Cl)cc1Cl (stereo unspecified)	8.1
CC(=O)c1ccc(Cc2cnc(N)s2)cc1	-5.3
O=C(O)C1CC=CCC1C(=O)Nc1ccccc1Cl (stereo unspecified)	9.0
Cc1ccc(NC(=S)NNC(=O)c2nn(C)c(C)c2Cl)cc1	7.4
Cc1c(N2C(=O)/C(=C\c3cccc4ccccc34)SC2=S)c(=O)n(-c2ccccc2)n1C	15.7

Quoted from the listing for reference:
SMILES	Artemis inh
O=C(O)C(Cc1ccccc1)N1Cc2ccccc2C1=O (stereo unspecified)	1.6
Cc1cc(=O)oc2cc(OCC(=O)OCC(=O)N3CCc4ccccc43)ccc12	0.5
COC(=O)c1ccc(-c2nc3cc(Cl)c(N)cc3s2)cc1	19.2
CCC1CCCCN1C(=O)COC(=O)c1ccc(S(=O)(=O)N2CCOCC2)cc1 (stereo unspecified)	-1.7
Cn1ncc(N=Cc2ccccc2O)c1C(=O)Nc1ccccc1	10.5

Next structures:
SMILES	Artemis inh
Cc1ccc(N2C(N)=C(C#N)C(c3cccnc3)C3=C2CC(C)(C)CC3=O)cc1 (stereo unspecified)	-15.4
CCC(C)(C(=O)NC1CCCCC1)N(Cc1ccco1)C(=O)CC1NC(=O)NC1=O (stereo unspecified)	2.6
CCN(CC)S(=O)(=O)c1cccc(-c2nnc(SC(C)C(N)=O)n2CCc2ccccc2)c1 (stereo unspecified)	-2.1
O=C(NCCOc1ccccc1)c1cncc(Br)c1	11.5
O=C(Cn1cnc([N+](=O)[O-])n1)NCc1ccccc1	-7.5
Cc1ccc(CN/C=C/C(=O)c2ccc(Br)cc2)cc1	12.8
CC(C)Sc1nnc(Nc2ccccc2)s1	-8.0
c1ccc(Cc2ccc(OCCn3cncn3)cc2)cc1	5.6
CC(=O)c1cn(CC(=O)NCc2ccc3c(c2)OCO3)c2ccccc12	-1.8
CCN(CC)S(=O)(=O)c1cccc(C(=O)N[C@H](C(=O)OCC(=O)Nc2ccccc2)C(C)C)c1	-6.9
O=C1C(C=NCc2ccncc2)=C(O)c2ccccc21	-0.6
COc1ccc(C(=O)N2CCN(C(=O)c3ccco3)CC2)cc1	0.2

Grouped by structure, the entries above with bromine
SMILES	Artemis inh
O=C(COc1ccc(Br)cc1)N1CCC(c2ccccc2)C1 (stereo unspecified)	-2.9
C/C(=N\NC(=O)c1ccc(Br)cc1)c1ccccc1	3.5
CCOC(=O)c1nnn(-c2nonc2N)c1CNc1ccc(C)c(Br)c1	4.3
O=S(=O)(NCc1ccncc1)c1ccc(Br)s1	5.8
Cc1c(Br)cc(C(=O)NCc2ccco2)c(C)c1C	2.7
O=C(NCCOc1ccccc1)c1cncc(Br)c1	11.5
Cc1ccc(CN/C=C/C(=O)c2ccc(Br)cc2)cc1	12.8

Following part
SMILES	Artemis inh
CC(C)NC(=O)CC(=O)N/N=C/c1ccccc1F	-5.9
c1ccc(-c2csc3ncnc(-n4cnc5ccccc54)c23)cc1	0.1
COc1ccc(S(=O)(=O)n2nc(OC(=O)c3cccs3)cc2N)cc1	-0.4
NS(=O)(=O)c1ccc(NC(=O)CSc2nnc(Cc3cccs3)n2-c2ccccc2)cc1	-4.3
CN1CCN(CCCNC(=O)c2cn(C3CCCCC3)c(=O)c3c2c2ccccc2n3C)CC1	-1.4
O=C(Nc1ccc(Cl)c(Cl)c1)OCc1cnc(Cl)s1	2.9
CCOC(=O)c1c(NC(=O)CSc2nnc(Cc3ccccc3)o2)sc(C)c1C	11.1
CC(C)(C)Nc1nc(OCC(F)(F)F)nc(OCC(F)(F)F)n1	-0.6
Cc1cccc(C(=O)Nc2oc(-c3ccccc3)cc2C#N)c1	1.3
CCC(CC)NC(=O)CSc1nnc(-c2ccc(OC)cc2)n1C(C)C	2.8
CC(=O)Nc1ccc(S(=O)(=O)NNC(=O)COc2cc(C)ccc2C(C)C)cc1	0.6
c1ccc(OCCSc2nnnn2C2CCCCC2)cc1	-7.3
O=C(O)C(Cc1ccccc1)NS(=O)(=O)c1ccc2c(c1)OCCO2 (stereo unspecified)	10.0
Cc1cc(Cl)ccc1Oc1ncc(-c2ccc(Cl)cc2)cn1	1.5
O=C1CC(N2CCN(c3ccc(F)cc3)CC2)C(=O)N1Cc1cccs1 (stereo unspecified)	12.9
CC(=O)c1sc(NC(=O)C(C)C)nc1C	-13.3
O=C(O)Cc1ccc(-c2ccccc2-c2ccccc2)cc1	3.5
O=C1OCCC1Sc1nc2cc(Cl)ccc2n1Cc1ccccc1 (stereo unspecified)	5.7
CCN(CC)CP(=O)(c1ccccc1)c1ccccc1	-4.3
CCc1ccc(C(=O)c2ccccc2C(=O)O)s1	8.8
Cc1cc(C)cc(-n2ccnc2SCC(=O)Nc2ccc3c(c2)OCCO3)c1	-8.5
Brc1cc2c(cc1Cn1c(-c3cncs3)nc3ccccc31)OCO2	12.1
O=S(=O)(N/N=C/c1c(F)cccc1Cl)c1ccccc1	-3.8
CCOC(=O)c1sc2ncn(C(C)C(=O)OCC)c(=O)c2c1C (stereo unspecified)	-3.4
Cc1ccc(-n2c(N)c(C(=O)NCc3ccco3)sc2=S)cc1	-8.9
COc1cccc(-c2cc(C(F)(F)F)n3ncc(C(=O)O)c3n2)c1	-2.4
COc1ccccc1NC(=O)COc1ccc(/C=N/NC(=O)CSCc2ccc(Cl)cc2)cc1	7.2
COc1cc(OC)c(C2C3=C(CCCC3=O)Nc3nc4ccccc4n32)cc1OC (stereo unspecified)	7.9
CC(C)COC(=O)Nc1nnc(SCCOc2ccccc2)s1	3.4
CCC(CC)C(=O)NCCN1CCN(C(=O)C(CC)CC)CC1	-11.8
Cc1ccc(CCNC(=O)C2CCC(=O)N2Cc2cccnc2)cc1 (stereo unspecified)	-2.3
COC(=O)c1sc(NC(=O)CSc2nncs2)c(C(=O)OC)c1C	-6.1
Cc1cc(=O)[nH]c(SCC(=O)c2c(N)n(C)c(=O)n(C)c2=O)n1	-5.7
CCS(=O)(=O)c1ccc(-c2csc(-c3ccccc3)n2)c(Cl)c1Cl	9.1
Cc1ccc(C(=O)COC(=O)CNC(=O)Cc2ccccc2)cc1[N+](=O)[O-]	-9.2
CCSc1ncc(/C=N/Nc2ccccc2)n1C	2.5
Cc1ccccc1NC(=O)C1CC(=O)N(c2ccccc2F)C1 (stereo unspecified)	-7.4
CC(=O)Nc1cccc(NC(C)=O)n1	3.5
Cc1ccccc1OCC(=O)Nc1ccc(C(N)=O)cc1	-7.2
COc1c(N)c2ccccc2[nH]c1=O	-0.8
O=C(Nc1nc(-c2ccc(S(=O)(=O)N3CCCC3)cc2)cs1)C1COc2ccccc2O1 (stereo unspecified)	6.0
CC1CC(C)CN(S(=O)(=O)c2cccc(C(=O)OCCN3CCCC3=O)c2)C1 (stereo unspecified)	-2.0
CCOc1ccc(NC(=O)CN(C)CC(=O)Nc2cc(Cl)ccc2C#N)cc1OCC	2.3
O=C(CSc1nnc2ccccn12)N1CCc2ccccc2C1	-5.8
Cc1cc2c(cc1C)CSC(c1ccccc1OC(=O)C(C)(C)C)SC2	7.0
COc1ccc(NC(=O)c2ccc3c(=O)n(Cc4ccco4)c(=S)[nH]c3c2)c(OC)c1	21.5
CC(=O)Nc1ccc(S(=O)(=O)N2CCN(S(=O)(=O)N3CCCCCC3)CC2)cc1	-11.1
COC(=O)C(CCCCNC(=O)OCc1ccccc1)NC(=O)CN (stereo unspecified)	-4.5

These rows are one share of the data; count on the stated rates, not on these rows.
